LYPLA1 inh: LYPLA1 (human) inhibition in PME1 counter-screen; inhibition, % at 5.9 µM; AID 2174; O75608; recombinant LYPLA1, FP-Rh probe fluorescence polarization; 320,000 compounds, 0.16% hits;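 active = inhibition above the mean of all tested compounds plus 3 SD, set per campaign, cut at about 14% in these data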;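 also: inhibitors block serine hydrolase probe labeling of LYPLA1 so polarization falls; 0% = enzyme with DMSO and 100% = wells lacking LYPLA1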
Target sequence (O75608 whole entry, looked up): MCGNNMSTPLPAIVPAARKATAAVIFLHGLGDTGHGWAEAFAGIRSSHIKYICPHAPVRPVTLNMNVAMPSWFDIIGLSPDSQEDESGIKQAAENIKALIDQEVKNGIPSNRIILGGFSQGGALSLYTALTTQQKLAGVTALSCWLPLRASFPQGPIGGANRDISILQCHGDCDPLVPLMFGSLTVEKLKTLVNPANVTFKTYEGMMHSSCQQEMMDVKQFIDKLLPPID
PAD4 inh: blocks human protein arginine deiminase 4. recombinant PAD4, RCA probe fluorescence polarization. Q9UM07. inhibition, % at 6.36 µM. 330,000 compounds, 0.41% hits;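 active = percent inhibition above a cutoff equal to the mean of all tested compounds plus 3 SD, cut at about 15% in these data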;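 also: 0% = PAD4 with RCA probe and DMSO and 100% = probe without PAD4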
PAFAH1B2 inh: PAFAH1B2 (human) inhibition | P68402 | recombinant PAFAH1B2, FP-rhodamine activity probe, fluorescence polarization | inhibition, % at 3.39 µM | 340,000 compounds, 1.2% hits | AID 492953;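 active = inhibition above the mean of all tested compounds plus 3 SD, cut at about 24% in these data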;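 also: 0% = enzyme with DMSO and 100% = wells lacking PAFAH1B2; many of its hits are not listed in these tables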
LYPLA2 inh: blocks human lysophospholipase 2, a PME1 counter-screen; O95372; recombinant LYPLA2, FP-Rh probe fluorescence polarization; inhibition, % at 5.9 µM; 320,000 compounds, 0.38% hits; AID 2177;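 active = inhibition above the screen-wide mean plus 3 SD, limit set per campaign, cut at about 26% in these data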;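 also: 0% = LYPLA2 with DMSO and 100% = wells lacking LYPLA2 enzyme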
Target sequence (O95372 whole entry, looked up): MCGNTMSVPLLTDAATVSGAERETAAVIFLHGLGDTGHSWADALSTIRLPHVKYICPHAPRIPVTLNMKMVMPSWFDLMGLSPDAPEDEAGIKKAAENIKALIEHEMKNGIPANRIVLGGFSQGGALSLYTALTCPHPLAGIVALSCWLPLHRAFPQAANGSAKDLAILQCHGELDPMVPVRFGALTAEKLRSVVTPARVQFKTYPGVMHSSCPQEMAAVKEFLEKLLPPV
PAFAH2 FP inh: inhibitors of human PAFAH2. AID 492956. 340,000 compounds, 0.99% hits. inhibition, % at 3.39 µM. recombinant PAFAH2, FP-rhodamine activity probe, fluorescence polarization;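 active = inhibition above the mean over all tested compounds plus 3 SD, cut at about 30% in these data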;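 also: inhibitors block probe labeling of enzyme so polarization drops; 0% = enzyme with DMSO and 100% = wells lacking PAFAH2 protein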
GSTO1 inh: counter-screen for RBBP9 inhibitors: inhibitors of human GSTO1; P78417; 300,000 compounds, 1.1% hits; inhibition, % at 5.96 µM; recombinant GSTO1, activity-based probe fluorescence polarization;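 active = inhibition above the campaign mean inhibition plus 3 SD, cut at about 35% in these data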;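 also: 0% = GSTO1-1 with DMSO and 100% = wells lacking GSTO1-1 enzyme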
PREPL inh: inhibits the human prolyl oligopeptidase-like enzyme | Q4J6C6 | recombinant PREPL, fluorescence polarization activity-based probe | inhibition, % at 5.96 µM | 320,000 compounds, 0.68% hits; in the data active = inhibition above about 43%;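 also: 0% = enzyme with DMSO and 100% = wells lacking enzyme; many of its hits are not listed in these tables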
PAFAH1B3 FP inh: blocks human PAF acetylhydrolase 1B catalytic subunit 3; Q15102; recombinant PAFAH1B3, FP-rhodamine probe, fluorescence polarization; inhibition, % at 3.39 µM; 340,000 compounds, 0.28% hits; AID 492972;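 active = inhibition above the screen-wide average of all tested compounds plus 3 SD, cut at about 25% in these data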;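 also: 0% = enzyme with DMSO only and 100% = wells lacking PAFAH1B3 protein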
pPAFAH inh: inhibitors of human plasma PAF acetylhydrolase (pPAFAH). Q13093. recombinant pPAFAH, FP-rhodamine probe fluorescence polarization. 330,000 compounds, 1.5% hits. inhibition, % at 3.39 µM;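 active = inhibition above the mean inhibition across the screen plus 3 SD, cut at about 25% in these data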;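 also: inhibitors block binding of the rhodamine activity-based probe so polarization drops; 0% = enzyme with DMSO and 100% = wells lacking pPAFAH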
Target sequence (Q13093 whole entry, looked up): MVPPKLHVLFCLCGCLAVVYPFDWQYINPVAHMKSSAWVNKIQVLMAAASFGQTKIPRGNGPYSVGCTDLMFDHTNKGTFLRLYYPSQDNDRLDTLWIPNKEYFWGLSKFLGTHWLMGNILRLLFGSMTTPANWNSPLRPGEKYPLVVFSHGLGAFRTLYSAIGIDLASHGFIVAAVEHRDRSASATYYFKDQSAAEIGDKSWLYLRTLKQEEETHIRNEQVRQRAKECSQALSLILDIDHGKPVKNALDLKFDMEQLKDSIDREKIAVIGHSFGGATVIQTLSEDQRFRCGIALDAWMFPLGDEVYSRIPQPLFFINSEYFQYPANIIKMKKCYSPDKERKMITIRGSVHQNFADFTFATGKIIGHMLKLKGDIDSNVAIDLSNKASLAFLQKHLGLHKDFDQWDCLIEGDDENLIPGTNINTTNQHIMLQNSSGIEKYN
Active calls of the source: *; · = not tested or not shown. An excerpt. The share of hits here may be higher or lower than overall.

SMILES	PREPL inh	PAD4 inh	LYPLA1 inh	GSTO1 inh	pPAFAH inh	PAFAH1B2 inh	LYPLA2 inh	PAFAH2 FP inh	PAFAH1B3 FP inh
COc1ccc(-c2nn(-c3ccccc3)cc2C(=O)N2CCN(S(=O)(=O)c3ccccc3C#N)CC2)cc1	-3	-4	-4	-8	-2	2	-11	1	4
CC(Oc1ccc(Br)cc1)C(=O)Nc1ccncc1 (stereo unspecified)	-20	0	0	-1	3	7	-4	-4	2
O=C1CC(Cc2ccc(Cl)cc2)C(=O)N1c1ccncc1 (stereo unspecified)	7	-5	0	-1	-7	4	2	3	-2
C=C1CCN([C@@H](CC(C)C)C(=O)NCc2ccc(OC)cc2)S(=O)(=O)c2ccccc21	-4	-3	1	2	1	5	1	2	-3
CN1C(=O)[C@H]2[C@@H](/C=C/c3ccccc3)N3C(=O)CN(Cc4ccccn4)C(=O)[C@@]3(C)[C@H]2C1=O	2	0	-1	-5	2	1	2	-9	5
CCn1c(SCC(=O)Nc2cc(C(C)(C)C)nn2-c2ccccc2)nnc1-c1cccs1	-1	-5	1	5	3	2	-2	-3	0
Cc1ccc2c(CN(C)Cc3ccc(Cl)cc3Cl)cc(=O)oc2c1	-8	0	0	6	5	5	2	-6	-4
Nc1cc(S(=O)(=O)c2ccc(O)c(N)c2)ccc1O	3	-6	0	31	6	5	2	24	0
O=C(O)C1C2C=CC(C2)C1C(=O)OC1CC2CCC1C2 (stereo unspecified)	17	6	-2	-3	3	1	6	3	3
Cc1ccc(C)c(N(C(=O)Cc2cccs2)C(C(=O)NC2CCCC2)c2ccc(C)o2)c1 (stereo unspecified)	-10	-3	5	-7	6	6	3	2	-3
C[C@H](CO)N1C[C@H](C)[C@@H](CN(C)C(=O)Nc2ccc(C(F)(F)F)cc2)Oc2ccc(NC(=O)C3CCCCC3)cc2C1=O	32	2	·	·	-1	3	·	0	9
O=C(O)CCC(=O)Nc1ccc(C(=O)N2CCCCC2)cc1	1	-1	1	12	-3	3	-1	2	12
O=C1C(=O)N(c2nccs2)C(c2ccccc2)/C1=C(\O)c1ccc2c(c1)OCCO2 (stereo unspecified)	-16	-8	-2	4	-4	1	-5	9	2
Cc1ccc(N=C(N)N=C(N)N)c(C)c1	15	-3	1	1	3	2	-1	-2	1
CNC(=O)NNC(=O)c1csc(Cc2c(Cl)sc3ccc(Cl)cc23)n1	-25	1	-6	-4	6	15	-5	9	5
COC(=O)c1ccc(NC(=O)C2CCCN2S(=O)(=O)c2ccc(OC)cc2)cc1 (stereo unspecified)	-4	5	-1	-4	4	-2	8	-2	-4
O=C(N=C1SC2CS(=O)(=O)CC2N1c1cccc(Cl)c1Cl)C1CCCO1 (stereo unspecified)	-5	-3	2	2	7	-4	6	-1	2
COc1cccc(NC(=O)CSc2nnc(CNC(=O)c3ccccc3)n2C)c1	2	-1	0	1	0	1	0	0	5
COc1ccc(NC(=O)CSc2nc3c(c(=O)[nH]2)CCC3)cc1OC	0	-1	-3	1	3	3	3	-1	7
Cc1cccc2sc(N(CCN3CCOCC3)C(=O)CCS(=O)(=O)c3ccccc3)nc12	-2	-4	-3	-2	3	1	-8	1	1
COc1cc2c(cc1OC)CN(c1nc(CN3CCCC3)nc3sc(C)c(C)c13)CC2	13	-5	0	9	4	5	-4	3	9
CCN1C(=O)[C@H]2[C@@H](c3ccc(-c4ccc(F)cc4)c(OC)c3)N[C@@](Cc3ccccc3)(C(=O)OC)[C@H]2C1=O	10	1	·	·	0	-7	·	5	5
CC1(NC(=O)c2ccccc2)CCN(CCc2cccs2)C1=O (stereo unspecified)	0	-2	1	·	-1	1	2	-2	-1
Cc1cccc(N2N=C(C(=O)OCC(=O)c3ccccc3)CCC2=O)c1	10	-2	·	·	10	1	·	5	-1
COc1ccc(CCNC2CCC(c3ccccc3)CC2)cc1 (stereo unspecified)	-21	-3	-1	-1	-2	2	5	-2	7
O=C(Nc1ccccc1)Nc1ccc2nnsc2c1	7	0	-10	-32	-14	-2	0	-8	0
Cc1ccc2nc(N(CCN(C)C)C(=O)c3cc(Cl)sc3Cl)sc2c1	-1	6	0	13	-1	-2	-4	-3	2
Cc1cccc(-c2cc3nc(-c4ccccc4)cc(=O)n3[nH]2)c1	1	-3	-3	-34	14	13	-5	41*	8
O=C(NCCCCCNC(=O)c1ccco1)c1ccco1	7	1	-2	6	-4	1	-11	6	2
COc1cc(S(=O)(=O)N2CCOCC2)ccc1NC(=O)COC(=O)COc1ccccc1	3	3	3	1	12	7	-1	5	5
Cn1c(=O)c2sc3c(c2n(CC(=O)Nc2ccccc2)c1=O)COC(C)(C)C3	-2	0	2	4	5	1	-2	5	5
CCOc1ccc2c(c1)nc(C)n2C	7	1	3	-4	5	·	-2	·	·
Cc1c(-c2ccco2)[n+](=O)c2c(n1[O-])CCCCC2	13	0	-4	0	-1	-1	-2	1	1
COc1ccccc1C(=O)OCC(=O)NC(=O)NCc1ccccc1	6	-1	4	0	0	2	5	-1	-2
Cc1ccc(C(=O)Nc2ccc(Cl)cc2C)c(Cl)c1	0	6	0	2	4	3	-7	1	0
O=C(Cc1c(F)cccc1Cl)NNC(=O)c1cccs1	10	-2	·	·	1	8	·	6	9
CC(C)C[C@H](NC(=O)C1CCN(S(=O)(=O)c2ccccc2)CC1)C(=O)NCc1ccncc1	-1	0	-2	2	5	0	-13	0	1
Cc1cc(=O)oc2cc(NC(=O)CCC(=O)O)ccc12	3	-4	3	-3	3	-1	5	4	5
O=C(Cn1nnc(-c2cccs2)n1)N1c2ccccc2Sc2ccc(C(F)(F)F)cc21	4	-4	-9	-4	-4	-4	-8	-6	9
COc1ccc(S(=O)(=O)N2N=C(C)Oc3ccccc3C2=O)cc1	5	3	1	33	1	2	5	-4	9
COc1ccc(C2Nc3ccccc3C(=O)N2NC(=O)c2ccccc2)cc1OC (stereo unspecified)	-3	4	6	7	5	3	11	3	-1
O=C(Nc1ccc(N2CCCC2=O)cc1)c1cccc(F)c1	0	-8	-3	2	4	1	2	-13	6
Cc1ccc(NC(=O)C2CC2C)c(Cl)c1 (stereo unspecified)	2	-6	3	-10	-1	1	1	-1	15
COc1ccc(CNC(=O)CN2CCC(NC(=O)c3ccccc3C)CC2)cc1	-5	-4	1	3	2	0	-5	-7	2
Cc1cnn(-c2ccc3nnc(-c4ccc(Cl)cc4)n3n2)c1	0	1	-4	3	0	7	3	7	9
C[C@H]1COC2=C1C(=O)C(=O)c1c2ccc2c1CCCC2(C)C	20	-10	5	68*	80*	18	48*	41*	28*
COc1ccccc1C1CCN(Cc2ccc(Cl)c(Cl)c2)CC1	7	-5	0	2	1	1	-2	-3	-1
Cc1ccc(-n2nnc3c(=O)n(Cc4cccc(C)c4)cnc32)cc1	-28	1	-4	-3	0	6	-1	-5	11
COc1ccc(C(=O)O)cc1NCc1cccnc1	-1	-5	-2	7	-11	4	-3	-4	16
CCCc1cc(C(=O)Nc2ccc(C#N)cc2)no1	-4	0	-3	6	10	4	-3	-11	6
C=CCOc1ccc(CN(C)C(=O)CN2C(=O)c3ccccc3C2=O)cc1	-7	-6	2	3	0	5	8	7	-2
O=C(O)c1ccc(-c2sc(Nc3ccccc3)n[n+]2-c2ccc(F)cc2)cc1	0	0	4	1	3	1	5	1	-5
CN1CCN(NS(=O)(=O)c2cccs2)CC1	15	-2	2	-3	2	5	-2	4	2
CCSc1nc(-c2ccc(OC)cc2)ccc1C#N	-1	-1	-7	-3	3	1	-1	-1	-8
O=C(O)CSc1nnc(CNc2ccc(F)cc2)n1-c1ccccc1	-9	0	0	-6	9	5	-8	-4	8
CC(NC(=O)C12CC3(C)CC(C)(CC(C)(C3)C1)C2)C(=O)O (stereo unspecified)	6	-1	3	-4	-2	9	0	4	9

Other compounds.
SMILES	PREPL inh	PAD4 inh	LYPLA1 inh	GSTO1 inh	pPAFAH inh	PAFAH1B2 inh	LYPLA2 inh	PAFAH2 FP inh	PAFAH1B3 FP inh
O=C(CN1CCN(c2cccc(C(F)(F)F)c2)CC1)NCc1ccccc1	-13	-7	-1	-2	3	-2	-4	-3	4
NS(=O)(=O)c1ccc(Nc2nc(-c3cccc([N+](=O)[O-])c3)cs2)cc1	12	-1	1	4	12	6	3	11	17
NCCN1C(=O)S/C(=C\c2ccc3c(c2)OCO3)C1=O	5	-2	2	-3	7	7	3	-4	0
Cc1cc(NS(=O)(=O)c2ccc(NC(=O)Cc3ccc([N+](=O)[O-])cc3)cc2)no1	12	-4	1	-5	0	0	2	-1	8
CCOC(=O)NNC1CC(=O)N(c2ccccc2)C1=O (stereo unspecified)	5	1	-1	-1	-2	8	0	6	6
COc1cc(OC)c(C(=O)OCN2C(=O)c3ccccc3C2=O)cc1OC	-2	-2	6	24	4	8	3	3	-9
COc1cc(/C=N/n2c(-c3ccccc3)n[nH]c2=S)cc(OC)c1OC	-13	3	-4	-5	-4	-1	-6	3	-1
COc1ccccc1-n1nc(C(=O)NCc2ccco2)c2ccccc2c1=O	-5	3	-1	-6	8	5	-4	-3	8
CC(=O)O[C@]1(C(C)=O)CC[C@H]2[C@@H]3C=CC4=CC(=O)C=C[C@]4(C)[C@H]3CC[C@@]21C	11	-1	0	-4	-3	7	1	-3	5
Cc1ccnc(NC(=O)c2ccccc2NC(=O)C(C)(C)C)c1	5	0	4	-4	-1	6	9	1	4
O=C(N1CCCC1)C12CCC3CC(CC(C3)C1)C2	11	2	2	11	1	13	4	-4	10
CC1CCc2cc(F)ccc2N1S(=O)(=O)c1ccc(Cl)nc1 (stereo unspecified)	4	0	-5	23	-4	29*	-1	-4	7
COc1ccc(CC(=O)N[C@@H](CCSC)c2nc3ccccc3[nH]2)cc1	6	4	2	17	8	·	2	·	·
COc1ccc(/C=C/C(=O)NC(CCSC)C(=O)O)cc1 (stereo unspecified)	10	1	2	4	1	5	8	-2	7
CCOC(=O)C1(Cc2cccc(F)c2)CCN(Cc2c(C)nn(CC)c2C)CC1	-5	-4	5	14	3	1	9	1	0
CS(=O)(=O)c1ccc2nc(NC(=O)c3ccc(N4CCCC4=O)cc3)sc2c1	10	2	-3	12	4	-2	4	-4	-2
CCC1(O)CC(C(=O)OC)=NN1C(=O)c1ccccc1 (stereo unspecified)	7	-6	-1	8	1	-5	-1	-2	1
CN(c1ccc(OCC(=O)Nc2ccc3[nH]c(=O)[nH]c3c2)cc1)S(=O)(=O)c1ccc(Cl)cc1	6	-4	-4	15	8	4	-3	7	3
COC(=O)Nc1c(C)n(C)n(-c2ccccc2)c1=O	4	-2	-2	-5	0	-2	2	-3	0
COc1cc(/C=C(\C#N)C(=O)Nc2ccccn2)ccc1O	-6	-3	-2	-3	6	1	-2	-12	8
COc1ccc(-c2[nH]nc3oc(=O)c(CCO)c(C)c23)cc1	-3	-3	0	6	0	3	4	-1	0
O=C(Cc1ccccc1)Nc1nc(-c2cccs2)cs1	-4	-1	-6	6	1	2	-1	0	-8

Bioassay records deposited in PubChem by The Scripps Research Institute Molecular Screening Center.
